N370S GC – inhibits or activates N370S mutant glucocerebrosidase | N370S GC spleen homogenate, 4MU-glucoside fluorescence | 0.092% of 330,000 active | AID 2101 | P04062 | Potency, µM (titrated, usually from 59.4 µM), for the others: at the highest dose activity change, negative = inhibition, usual class: inhibitors;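 also: 0% = full enzyme activity and -100% = no enzyme basal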
TDP1 inh – inhibitors of human tyrosyl-DNA phosphodiesterase TDP1. Q9NUW8. recombinant TDP1, AlphaScreen DNA substrate cleavage. Potency, µM (highest dose often 130 µM), for inactives: at the highest dose activity change, negative = inhibition, hits mostly inhibitors. 0.28% of 350,000 active. AID 485290; also: nearly all actives have a fitted effect of over 40% in size
Target sequence (Q9NUW8 whole entry, looked up): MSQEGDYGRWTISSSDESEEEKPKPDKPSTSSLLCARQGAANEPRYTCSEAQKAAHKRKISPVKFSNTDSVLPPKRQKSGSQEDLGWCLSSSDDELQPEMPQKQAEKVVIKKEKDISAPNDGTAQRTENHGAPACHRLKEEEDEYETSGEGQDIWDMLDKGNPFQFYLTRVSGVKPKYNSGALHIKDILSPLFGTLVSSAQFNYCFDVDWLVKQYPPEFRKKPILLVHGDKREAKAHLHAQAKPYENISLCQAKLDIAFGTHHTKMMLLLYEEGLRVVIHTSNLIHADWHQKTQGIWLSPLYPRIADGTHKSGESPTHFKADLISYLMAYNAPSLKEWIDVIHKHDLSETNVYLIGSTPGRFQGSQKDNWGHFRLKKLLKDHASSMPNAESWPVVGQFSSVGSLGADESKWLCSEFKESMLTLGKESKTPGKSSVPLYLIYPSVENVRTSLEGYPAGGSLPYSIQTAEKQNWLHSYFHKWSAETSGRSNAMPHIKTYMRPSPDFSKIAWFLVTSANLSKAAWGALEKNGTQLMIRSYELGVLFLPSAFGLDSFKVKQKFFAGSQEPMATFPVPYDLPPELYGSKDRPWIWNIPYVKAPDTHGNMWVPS
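Compounds were preincubated with Tdp1 (1 nM final) for 15 min at room temperature before substrate (15 nM final) started a 5 min reaction; beads (10 ug/ml final) were then added for 10 min before AlphaScreen detection.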
FEN1 inhibitor – human FEN1 inhibition; P39748; 0.35% of 390,000 active; Potency, µM (doses to about 114 µM), for the others: top-dose activity change, negative = inhibition, most hits filed as inhibitors; Recombinant FEN1 flap cleavage, fluorescence, 15 min; AID 588795; also: nearly all actives have a fitted effect of over 65% in size
Target sequence (P39748 whole entry, looked up): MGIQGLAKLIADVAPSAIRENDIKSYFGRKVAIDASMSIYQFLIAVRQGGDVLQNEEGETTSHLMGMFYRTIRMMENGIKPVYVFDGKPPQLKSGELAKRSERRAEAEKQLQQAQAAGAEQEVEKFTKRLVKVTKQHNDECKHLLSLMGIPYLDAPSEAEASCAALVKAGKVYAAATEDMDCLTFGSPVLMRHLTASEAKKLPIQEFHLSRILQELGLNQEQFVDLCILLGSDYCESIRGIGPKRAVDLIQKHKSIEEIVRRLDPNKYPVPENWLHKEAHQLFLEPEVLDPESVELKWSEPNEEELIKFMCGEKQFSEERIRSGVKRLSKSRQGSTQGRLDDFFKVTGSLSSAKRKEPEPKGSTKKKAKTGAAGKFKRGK
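Enzyme 10 nM, 15 min RT preincubation with compound; start with substrate 50 nM final; reads at 0 and 15 min; qHTS titration, four-parameter Hill fit.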
Numbers without * were called inactive; ? = inconclusive; . = no result given; & = joins results of further samples; [ ] = dose if it differs, or a comment. Calls follow the shape of the dose curve; as a rule, active = well fitted curve in the direction sought with a large enough effect; inconclusive = small, poorly fitted or top-dose-only effect, or another doubt; inactive = no such curve, though single readings can be large; an effect the other way counts as inactive or inconclusive. Unless noted, % is scaled to controls: 0 for no effect and ±100 for the full control effect; potency is read from the fitted curve at half-maximal effect. Random draw from the library, and some 0.57% of all compounds hit somewhere here.

SMILES	N370S GC	TDP1 inh	FEN1 inhibitor
O=C1C2C(C(=O)N1/N=C/c1cccc([N+](=O)[O-])c1)C1C=CC2C12CC2 (stereo not drawn)	13%	5%	-13%
CCCC(=O)Nc1ccc(C(=O)Nc2ccc([N+](=O)[O-])cc2OC)cc1	1%	4%	12%
CCCC(=O)Nc1cc(C(=O)N(C)CC(OC)OC)ccc1S(=O)(=O)c1ccc(C)cc1	9%	.	-1%
Nc1nonc1-n1nnc(C(=O)N/N=C/c2ccccc2Cl)c1COc1ccc(F)cc1	1%	6%	0%
O=S(=O)(Nc1ncnc2sccc12)c1cccc(F)c1	.	-19%	-2%
NC1C(O)OC(CO)[C@@H](O)[C@@H]1O[C@H]1O[C@@H](C(=O)O)C(O)C(O)C1O (stereo partly drawn)	-5%	11%[56.1 µM]	.
COC(=O)c1ccccc1NC(=O)c1cnn(-c2ccc(F)cc2)c1-n1cccc1	.	6%	-11%
Nc1nc(NCC2CCCO2)nc(Nc2cccc(F)c2)c1[N+](=O)[O-] (stereo not drawn)	20%	0%	0%
O=C(CCN1C(=O)c2ccccc2S1(=O)=O)Nc1ccc(Cl)cc1	-12%	2%	49%[activator]
Cc1cccc(Cn2cc(S(=O)(=O)c3cccc(Cl)c3)c(=O)c3cc(F)c(N4CCOCC4)cc32)c1	.	6%	11%
CCCCN(C(=O)CCn1c(=O)oc2ccccc21)c1ccccc1	2%	0%&2%	-9%&-4%
CCC1CCCCN1CCCNC(=O)C(C)n1nc(C)c2sc3ccccc3c2c1=O (stereo not drawn)	-10%	5%	-2%
CCC(CC)C(=O)N1CCc2cc(OC)c(OC)cc2C1COc1ccc2c(C)cc(=O)oc2c1 (stereo not drawn)	.	0%	-4%
Cc1ccc(CN2CCN(CC(=O)N/N=C/c3ccc(C)o3)CC2)cc1	15%	5%	-8%
CCN(c1ccccc1)S(=O)(=O)c1ccc(OC)c(NC(=O)CN2C(=O)NC(C)(C)C2=O)c1	.	0%	5%
CCCCN(C(=O)C(C)(C)Oc1ccc(Cl)cc1)c1c(N)n(CCC)c(=O)[nH]c1=O	.	-7%	8%
Cc1ccc(-c2csc(NC(=O)C3=NN(c4ccccc4)C(=O)CC3)n2)cc1	-4%	3%	-12%
C=CCn1c(SCC(=O)Nc2ncc(Cc3ccc(Br)cc3)s2)nnc1-c1ccncc1	-2%	4%	4%
COc1ccc(C=O)cc1COc1ccc(F)cc1F	3%	0%	7%
Cc1ccc2c(c1)C(c1ccccc1)N(C(=O)c1ccccc1[N+](=O)[O-])CC(=O)N2 (stereo not drawn)	9%	.	-10%
Cc1cccc(N(CC(=O)NC(C)(C)C)C(=O)CCC(=O)Nc2ccccn2)c1	-3%	.	6%
COc1cccc(NC(=O)N(C2CCCCC2)C(C)c2cccs2)c1 (stereo not drawn)	-1%	-2%	-3%
CC(NC(=O)Cn1cc(C(F)(F)F)cc(Cl)c1=O)c1ccccc1 (stereo not drawn)	7%	2%	-3%
CCOc1ccccc1NC(=O)CN1CCc2ccccc2C1	-1%	1%	-16%
COc1ccc(N=C2SC(C(=O)Nc3ccc(C(=O)O)cc3)CC(=O)N2Cc2cccs2)cc1 (stereo not drawn)	0%	9%	-14%
COc1ccc(CNC(=O)COC(=O)CC(NC(N)=O)c2ccc(Cl)cc2)cc1OC (stereo not drawn)	.	0%[56.1 µM]	5%
Nc1ccc2oc(C3CCCCC3)nc2c1	-5%	-6%	7%
CC1CN(c2ncnc3c2oc2ccccc23)CC(C)O1 (stereo not drawn)	10%	3%	10%
COc1ccc(-c2cc(C(=O)N3CCN(Cc4ccccc4)CC3)no2)cc1OC	-15%	5%	-27%
CC1(C)C2CCC1(C(=O)O)c1nc3ccccc3nc12 (stereo not drawn)	-15%	3%	-1%
Cn1nc(C(C)(C)C)cc1C(=O)NNC(=O)c1ccccc1Cl	2%	1%	12%
CC1COC(=O)C(NNc2ccc(Cl)c(Cl)c2)=N1 (stereo not drawn)	-11%	3%	21%
COc1ccc(OC)c(N(C(=O)c2ccco2)C(C(=O)NC2CCCC2)c2ccc(N3CCOCC3)cc2)c1 (stereo not drawn)	-4%	2%	4%
O=C(Nc1ccc(Cl)cc1)C1CC(=O)n2c(nc3ccccc32)N1 (stereo not drawn)	-4%	2%	-2%
COc1ccc(OC)c(-n2nnnc2SCC(=O)Nc2ccccc2OC)c1	1%	.	-4%
O=C(NC1CCCC1)c1cccc2c1C(=O)c1ccc(Cl)cc1S2(=O)=O	.	0%	-1%
CCOC(=O)N/N=C\C=C\c1ccc2c(c1)OCO2	-1%	1%	5%
c1ccc(Cn2nnnc2C(c2cccs2)N2CCOCC2)cc1 (stereo not drawn)	-1%	1%	-9%
CCCCN(C(=S)SC)C1CCS(=O)(=O)C1 (stereo not drawn)	-11%	2%	0%
CN(C)c1ccc(S(=O)(=O)N2CCC(Cc3ccccc3)CC2)cn1	.	-4%	2%
Nc1nonc1C(=O)NCCNS(=O)(=O)c1ccc(Br)cc1	-2%	-3%	-5%
CCOC(=O)C1(C)/C(=N/Nc2ccccc2Cl)C(=O)C(=O)N1c1ccccc1 (stereo not drawn)	-7%	9%	4%
CC(NC(=O)C1CCC(CNc2c(N3CCOCC3)c(=O)c2=O)CC1)c1ccccc1 (stereo not drawn)	0%	3%	19%
Cn1c(=O)c2c(nc(NCC3CCCO3)n2C)n(C)c1=O (stereo not drawn)	3%	2%	0%
CC(=O)Nc1ccc(S(=O)(=O)N(Cc2ccco2)Cc2cc3ccccc3[nH]c2=O)cc1	-19%	7%	3%
Cc1cccc(-n2c(C)cc(/C=N/O)c2C)c1	-5%	5%	-5%
CN1CCN(S(=O)(=O)c2ccc(NC(=O)c3cccs3)cc2)CC1	-27%	0%	-3%
O=C(O)c1ccc(S(=O)(=O)N[C@H](Cc2ccc([N+](=O)[O-])cc2)C(=O)O)cc1	-12%	14%	.
Cc1ccc(C(=O)c2ccccc2C(=O)Nc2ccccc2)cc1	-7%	.	-3%
Cc1cccc(NS(=O)(=O)c2ccc(C(=O)N3CC(C)OC(C)C3)cc2)c1C (stereo not drawn)	-8%	0%	4%
C/C(=N\NS(=O)(=O)c1ccc(C)cc1)c1ccc(C)o1	-15%	3%	-8%
O=C(Nc1nc(-c2cc3ccccc3o2)cs1)c1ccc(S(=O)(=O)N2CCCC2)cc1	-27%	5%	13%
Cc1cccc(N2CCN(C3=C(c4ccccc4)C(=O)c4ccccc43)CC2)c1C	.	6%[12.3 µM]	-13%
Cn1cc(CNC(=O)C2c3ccccc3Oc3ccccc32)cn1	4%	2%	6%
O=C(CN1C(=O)c2ccccc2S1(=O)=O)N1CCN(c2ccc(F)cc2)CC1	3%	6%	3%
COc1ccccc1OCCN1C(=O)S/C(=C\c2ccco2)C1=O	2%	0%	1%
COCCNc1c2c(nc3c(-c4ccccc4)c(C)nn13)CCCC2	7%	-9%	-7%
O=C(Nc1ccc(O)cc1)c1c(O)c2c([nH]c1=O)CCCC2	3%	1%	-3%
CC1CC(C)CN(C(=S)Nc2ccc(OC(F)F)cc2)C1 (stereo not drawn)	15%	1%	-6%
O=C1CC(c2c(Cl)cccc2Cl)c2c(ccc3ccccc23)N1 (stereo not drawn)	.	0%[12.3 µM]	-21%

(list continues)
SMILES	N370S GC	TDP1 inh	FEN1 inhibitor
CN(C)CCNc1ncnc2ccccc12	5%	5%	-17%
Cc1ccc(-n2nc3c(n2)/C(=N/O)CC/C3=N\O)cc1	-4%	0%	-1%
O=C(O)C1CC=CCC1C(=O)Nc1ccc2c(c1)CCC2 (stereo not drawn)	-13%	0%	-5%
CC(C)[C@H](NC(=O)N1CCn2c1nc1ccccc12)C(=O)NCc1ccc(F)cc1	-9%	7%	10%
CC(=O)c1ccccn1	-10%&7%	12%	-5%
COCCN=C1Sc2nc3cc(C)c(C)cc3cc2CN1Cc1cccs1	6%	0%	12%
O=C(CN(Cc1ccc(F)cc1)C(=O)CNS(=O)(=O)c1ccc(F)cc1)NCc1ccco1	1%	0%	14%
O=C(C(Cc1ccccc1)N1C(=O)C2C3C=CC(C3)C2C1=O)N1CCCCCC1 (stereo not drawn)	-12%	0%	0%
COc1ccc(-n2nc(C(=O)NCCCOC(C)C)c3c4ccccc4n(C)c3c2=O)cc1	.	-5%	17%
CCOc1ccc(NC(=S)N(CCCN2CCCC2)Cc2cccn2Cc2ccc(Cl)cc2)cc1	?	5%	3%
COc1ccc2nc(SCC(=O)c3c(C)[nH]c4ccccc34)nc(C)c2c1	.	-3%	-10%
Cc1cc(NCCC(C)C)n2nc(C)c(-c3ccccc3)c2n1	9%	.	-16%
COc1ccc(CCC(C)N2CCc3ccccc3C2)cc1 (stereo not drawn)	-8%	4%	19%
COc1ccc(-c2cc(C(=O)Nc3cccc(Cl)c3)no2)cc1	-8%	.	17%
O=[N+]([O-])c1ccc(Cl)cc1Sc1cccc2cccnc12	1%	1%	-6%
CCOc1ccc(C2/C(=C(\O)c3cccc(OC)c3)C(=O)C(=O)N2c2ccccn2)cc1OC (stereo not drawn)	-6%	-7%	-25%
O=C(/C(C=Nc1ccc(Br)cc1)=C(/O)c1ccco1)C(F)(F)F	26%	1%	-2%
CCOc1ccccc1Nc1nnc(SCC(=O)Nc2cccc(S(=O)(=O)NC3=NCCCCC3)c2)s1	3%	4%	0%
CCc1ccc2oc(-c3ccc(NC(=O)c4cc5ccccc5o4)cc3)nc2c1	.	-5%[12.3 µM]	17%
CCOc1ccc(C(=O)NC2CCN(C(=O)Nc3ccc(F)cc3)CC2)cc1	0%	12%	14%
Cc1cccc(NC(=O)c2ccc3c(Cl)c4c(nc3c2)CCCC4)n1	4%	3%	-11%
O=C(O)C1CC=C(Cl)CC1C(=O)NC1CCCCC1 (stereo not drawn)	3%	2%	0%
COc1ccc(/C=C(/NC(=O)c2ccc([N+](=O)[O-])cc2)C(=O)NCCCN(C)C)cc1	-3%	-2%	-2%
Cc1nc2ccccc2c2oc(C(=O)NCCN3CCCCC3C)cc12 (stereo not drawn)	2%	0%	?
C/C(=N\NC(=O)CC1N=C(Cc2ccccc2)NNC1=O)c1ccc(C)cc1 (stereo not drawn)	13%	4%	-13%
CCOC(=O)CC(c1ccc(N)cc1)n1c(C)ccc1C (stereo not drawn)	5%	3%	3%
C=CCn1cnc2c(nnn2Cc2ccc(F)cc2)c1=O	2%	.	-1%
Cc1nc2nc(SCC(=O)NCc3ccccc3Cl)nn2c(C)c1Cc1ccccc1	.	0%	-21%
CCOc1ccc(NC(=S)N2CCC(c3nc4ccccc4[nH]3)CC2)cc1	-13%	-2%	21%

Exported with values ahead of the structure: 16 of the compounds above
N370S GC	TDP1 inh	FEN1 inhibitor	SMILES
.	-3%	-10%	COc1ccc2nc(SCC(=O)c3c(C)[nH]c4ccccc34)nc(C)c2c1
9%	.	-16%	Cc1cc(NCCC(C)C)n2nc(C)c(-c3ccccc3)c2n1
-8%	4%	19%	COc1ccc(CCC(C)N2CCc3ccccc3C2)cc1 (stereo not drawn)
-8%	.	17%	COc1ccc(-c2cc(C(=O)Nc3cccc(Cl)c3)no2)cc1
1%	1%	-6%	O=[N+]([O-])c1ccc(Cl)cc1Sc1cccc2cccnc12
-6%	-7%	-25%	CCOc1ccc(C2/C(=C(\O)c3cccc(OC)c3)C(=O)C(=O)N2c2ccccn2)cc1OC (stereo not drawn)
26%	1%	-2%	O=C(/C(C=Nc1ccc(Br)cc1)=C(/O)c1ccco1)C(F)(F)F
3%	4%	0%	CCOc1ccccc1Nc1nnc(SCC(=O)Nc2cccc(S(=O)(=O)NC3=NCCCCC3)c2)s1
.	-5%[12.3 µM]	17%	CCc1ccc2oc(-c3ccc(NC(=O)c4cc5ccccc5o4)cc3)nc2c1
0%	12%	14%	CCOc1ccc(C(=O)NC2CCN(C(=O)Nc3ccc(F)cc3)CC2)cc1
4%	3%	-11%	Cc1cccc(NC(=O)c2ccc3c(Cl)c4c(nc3c2)CCCC4)n1
3%	2%	0%	O=C(O)C1CC=C(Cl)CC1C(=O)NC1CCCCC1 (stereo not drawn)
-3%	-2%	-2%	COc1ccc(/C=C(/NC(=O)c2ccc([N+](=O)[O-])cc2)C(=O)NCCCN(C)C)cc1
2%	0%	?	Cc1nc2ccccc2c2oc(C(=O)NCCN3CCCCC3C)cc12 (stereo not drawn)
13%	4%	-13%	C/C(=N\NC(=O)CC1N=C(Cc2ccccc2)NNC1=O)c1ccc(C)cc1 (stereo not drawn)
5%	3%	3%	CCOC(=O)CC(c1ccc(N)cc1)n1c(C)ccc1C (stereo not drawn)

Source: PubChem
